SRC1 TRFRET art: flags TR-FRET format artefacts in PPARgamma SRC-1 recruitment agonist screen; TR-FRET detection artefact counter-screen, emission ratio; hits give high values; TR-FRET ratio at 8 µM; actives 0.34% (n = 99,000); AID 1051; in the data active = TR-FRET ratio above about 2300; also: inactives centre near 1800; reference of the scale not given here
SRC3 TRFRET art: flags TR-FRET format artefacts in PPARgamma SRC-3 recruitment agonist screen; TR-FRET artefact counter-screen, PPARgamma/SRC-3 format; hits give high values; TR-FRET ratio at 8 µM; actives 0.39% (n = 99,000); AID 1048; in the data active = TR-FRET ratio above about 2000; also: inactives centre near 1600; reference of the scale not given here
Starred values were filed as active, the others as inactive. Rows were taken by chance. Share with any hit: about 0.65%.

SMILES | SRC1 TRFRET art | SRC3 TRFRET art
O=C1OCc2cc(-n3cccc3)ccc21 | 1963 | 1759
CC(=O)c1nn(-c2ccccc2)cc1C(=O)c1ccc(Br)cc1 | 1697 | 1658
CC1=C(C(=O)N2CCCC(C(=O)c3cccc(C(F)(F)F)c3)C2)OCCO1 (stereo unspecified) | 1706 | 1755
O=C(CSc1nnc(Cc2ccccc2)o1)NCc1ccc2c(c1)OCO2 | 2061 | 1602
Cc1cc2nc(-c3ccc(SCC(=O)Nc4nccs4)nc3)[nH]c2cc1C | 1469 | 1344
CC(C)CCNc1cc(=O)n(C)c(=O)n1C | 1939 | 1451
Cc1ccc(Nc2nnc(SC3CCOC3=O)s2)c(C)c1 (stereo unspecified) | 1905 | 1479
CC(C)CC(NC(N)=O)C(=O)Nc1ccc(Cl)c(Cl)c1 (stereo unspecified) | 1695 | 1315
Cc1c(NC(=O)CSCc2ccc(Br)cc2)c(=O)n(-c2ccccc2)n1C | 1875 | 1737
O=C(COC(=O)c1n[nH]c2ccccc12)Nc1ccc(Cl)cc1[N+](=O)[O-] | 1708 | 1206
CC(=O)c1cnc2sccn2c1=O | 1814 | 1570
O=C1CCC([N+](=O)[O-])C(c2cccc3ccccc23)N1 (stereo unspecified) | 1849 | 1662
COc1ccc(N/C=C2\CCOC2=O)cc1 | 1681 | 1589
O=C1NC2(CCCCCC2)N=C1c1ccc(Br)cc1 | 1737 | 1613
O=C(c1cccc(C(F)(F)F)c1)C1CCCN(C(=O)CCCn2cncn2)C1 (stereo unspecified) | 1828 | 1409
COc1ccccc1-n1c(N)c(C(=O)NCC2CCCO2)c2nc3ccccc3nc21 (stereo unspecified) | 1916 | 1657
Cc1ccc(-c2[nH]c3ccccc3c2SCCNC(=O)c2ccc(S(=O)(=O)N3CCOCC3)cc2)cc1 | 3343* | 2709*
Cc1cc(C)n(CC(=O)N/N=C/c2ccc3c(c2)OCO3)n1 | 1913 | 1542
Cc1cccc(N2C(=O)C3CCC(c4ccccc4)CC3C2=O)c1 (stereo unspecified) | 1680 | 1567
CCOc1ccc(CCNC(=O)CN2C(=O)NC(CCSC)C2=O)cc1OCC (stereo unspecified) | 1521 | 1481
CC(=O)N1N=C(c2ccccc2)CC1c1cn(Cc2ccccc2)c2ccccc12 (stereo unspecified) | 1816 | 1781
CCCCNC(=S)NNC(=O)c1c(Cl)c(C)nn1C | 1660 | 1512
CCCCC(CC)CNC(=O)Cn1c(=S)[nH]c2ncccc2c1=O (stereo unspecified) | 1835 | 1495
CCN(CC)c1ccc(/C=C(\C#N)C(=O)NCc2ccccc2)cc1 | 1713 | 1714
O=C(N/N=C/c1ccsc1)c1ccccn1 | 1628 | 1382
Going on with the list.
SMILES | SRC1 TRFRET art | SRC3 TRFRET art
CC(=O)OCCNC(=O)Cn1cnc2c1c(=O)n(C)c(=O)n2C | 1807 | 1475
Cc1ccccc1C1CCCN(C(=O)c2cc(COc3c(F)cccc3F)on2)C1 (stereo unspecified) | 2011 | 1613
O=C(CSc1nc(-c2ccc(Cl)cc2)cs1)Nc1cccc([N+](=O)[O-])c1 | 1839 | 1519
COC(=O)C1=C(C)NC(=S)NC1c1ccc(OC(=O)c2ccco2)cc1 (stereo unspecified) | 1840 | 1719
CC1CN(C(=O)Nc2ccc(F)cc2)C2(CCCCCC2)O1 (stereo unspecified) | 1830 | 1734
O=C(NCC(c1cccs1)N1CCOCC1)c1ccc(Cl)c([N+](=O)[O-])c1 (stereo unspecified) | 1675 | 1659
O=C(Nc1ccc2[nH]c(=O)[nH]c2c1)c1c(F)c(F)c(F)c(F)c1F | 1828 | 1548
COc1ccccc1NC(=S)N(Cc1ccccn1)Cc1ccccc1Cl | 1878 | 1645
COc1ccccc1C(=O)OCCNC(=O)Cn1cnc2c1c(=O)n(C)c(=O)n2C | 1917 | 1555
O=c1c2ccccc2sn1-c1nccs1 | 2088 | 1650
CCOC(=O)NC(=O)C(=CNNc1ncc(C(F)(F)F)cc1Cl)C(=O)NC(=O)OCC | 1843 | 1733
O=c1c2ccccc2cnn1Cc1n[nH]c(=S)n1-c1ccc(Cl)cc1 | 1744 | 1691
CCOc1cc(-c2noc(-c3ccncc3)n2)cc(Br)c1OC | 1826 | 1605
CCC(=O)Nc1ccc(-c2ccc(NC(=O)CC)c(OC)c2)cc1OC | 1857 | 1605
CC1(C)COCN1S(=O)(=O)c1ccc(C(=O)Nc2nnc(-c3ccc(Cl)s3)o2)cc1 | 1546 | 1465
CCc1nnc(NS(=O)(=O)c2ccc(N/C=C\C(=O)c3cccc4ccccc34)cc2)s1 | 1902 | 1728
Cc1oc(-c2ccccc2)nc1C(=O)O | 1916 | 1756
COc1cc(/C=C/C(=O)OCC(=O)N2CCN(S(=O)(=O)c3ccc(C)cc3C)CC2)ccc1O | 1871 | 1693
O=c1c2ccccc2nc(-c2ccccc2)n1Cc1ccccc1 | 1964 | 1668
CCOC(=O)C1CCN(Cc2cc(=O)n3c(-c4ccccc4)csc3n2)CC1 | 1410 | 1376
COc1ccc(N2C(=O)CC(Sc3nnnn3-c3ccc(F)cc3)C2=O)cc1 (stereo unspecified) | 1786 | 1561
O=C(COc1cccc2c1CCN(Cc1ccccc1F)C2=O)N1CCOCC1 | 1730 | 1544
OC1CCCN(c2ncnc3c2nnn3Cc2c(F)cccc2Cl)C1 (stereo unspecified) | 1740 | 1588
CSc1ccccc1NC(=O)CN1CCN(Cc2ccccc2)CC1 | 1763 | 1470
COc1cccc(C(c2nnnn2CC2CCCO2)N2CCN(C(=O)c3ccco3)CC2)c1OC (stereo unspecified) | 1821 | 1568
(cont.)
SMILES | SRC1 TRFRET art | SRC3 TRFRET art
O=[N+]([O-])c1ccccc1N/N=C1\CC2CC=CC12 (stereo unspecified) | 2029 | 1631
CCOC(=O)c1cnc2ccccc2c1Nc1ccc2c(c1)OCCO2 | 1913 | 1902
COC(=O)c1cccc(NC(N)=S)c1 | 1746 | 1599
O=C(CN1C(=O)c2ccc([N+](=O)[O-])cc2C1=O)Nc1nccs1 | 1910 | 1690
COc1ccc(S(=O)(=O)CCC(=O)N2CCN(c3ccc(F)cc3)CC2)cc1 | 1681 | 1575
Cc1ccc(-c2nc3ccccn3c2Nc2ccccc2)o1 | 1671 | 1494
COc1ccc(OCCCC(=O)Nc2ncn[nH]2)cc1 | 1814 | 1601
CCc1ccc(Nc2nnc(SCC(=O)NC(=O)c3cccn3C)s2)cc1 | 1938 | 1676
CCOC(=O)c1cccc(P(=O)(C(C)(C)C)C(C)(C)C)c1 | 1801 | 1613
CCSc1oc(-c2cccs2)nc1S(=O)(=O)c1ccccc1 | 2149 | 1819
CS(=O)(=O)N(CC(=O)NCCSc1ccccn1)c1cccc2ccccc12 | 1650 | 1905
COc1cccc2c1OCC([C@@H]1C[C@H]3CN(Cc4cccc(Cl)c4)C(=O)[C@]34CCCN14)=C2 | 1818 | 1600
COc1ccc(CCn2ccc(O)c(Cc3c(F)cccc3Cl)c2=O)cc1OC | 1414 | 1449
O=C(Nc1ccccc1)c1cccc(C(F)(F)F)c1 | 1852 | 1746
CC(c1ccon1)N(C)C(=O)CCc1nnc(Cc2ccc(-c3ccccc3)cc2)o1 (stereo unspecified) | 1602 | 1550
CCN(CC)c1ccc(CNCc2cccs2)cc1 | 1651 | 1396
CSC1=NCCN1C(=O)Cc1ccc(-c2ccccc2)cc1 | 1693 | 1590
Cc1ccc(C(=O)CC2(O)C(=O)N(C)c3ccccc32)s1 (stereo unspecified) | 1922 | 1611
O=C(Nc1ccc2nccnc2c1)c1ccco1 | 1689 | 1378
CN(CCC1CCCCO1)C(=O)CCc1nnc(CCCCc2ccccc2)o1 (stereo unspecified) | 1721 | 1618
CCNc1nc(NC(C)C)nc(N2CC(=O)N(CC(=O)OCC)C2=N)n1 | 2047 | 1677
COc1ccc(C(c2nnnn2Cc2cccs2)N2CCN(c3ccccc3F)CC2)cc1OC (stereo unspecified) | 1873 | 1351
O=C(c1ccccc1)N1CCN(c2ccc([N+](=O)[O-])c(N3CCOCC3)c2)CC1 | 1879 | 1568
CC(=O)c1cnc(SCC(=O)O)nc1C | 1652 | 1486
COc1ccc(OC)c(-c2csc(NC(=O)c3ccc(OCC4CCCO4)cc3)n2)c1 (stereo unspecified) | 1767 | 2496*
(cont.)
SMILES | SRC1 TRFRET art | SRC3 TRFRET art
COc1ccc(C(=O)CSc2nnnn2C)c(OC)c1 | 1440 | 1342
COc1ccc(OCCSc2nc(C)nc3ccccc23)cc1 | 1790 | 1699
CCc1ccc(NC(=O)Cc2ccc(OC)cc2)cc1 | 1686 | 1415
O=C(CSCc1c(Cl)cccc1Cl)NN=C1CCCC1 | 1625 | 1592
O=C(N/N=C/c1cccc(O)c1)c1ccc(COc2ccccc2Br)cc1 | 1842 | 1589
Cc1ccc2oc(-c3cccc(NC(=S)NC(=O)c4cccs4)c3)nc2c1 | 1816 | 1417
COc1ccccc1CNC(=O)COC(=O)Cc1ccc(Cl)cc1 | 1807 | 1592
COc1ccc(CCNC(=O)c2ccc(CNS(=O)(=O)c3cccc(Cl)c3)cc2)cc1OC | 1782 | 1627
C=CCn1c(SCCCc2ccccc2)nc2c1c(=O)[nH]c(=O)n2C | 1847 | 1528
OCC1(Cc2ccccc2)CCN(CCCC2CCCC2)CC1 | 1826 | 1541
CC[C@H](C)[C@@H]1NC(=O)c2cc([N+](=O)[O-])cc(I)c2SC[C@@H](C(N)=O)NC(=O)[C@H](CCCCN)NC1=O | 1916 | 1484
Cc1ccc(NC(=S)NC2CCCCC2)cc1S(=O)(=O)N(C)C | 1886 | 1450
O=C(C(Sc1ccccc1)c1ccc(Br)cc1)N1CCOCC1 (stereo unspecified) | 1959 | 1721
CN(C)C(=O)c1ccc(NC(=O)c2cncc(Br)c2)cc1 | 1609 | 1526
COc1cccc(NC(=O)COC(=O)CCOc2ccccc2OC)c1 | 1864 | 1717
COc1ccnc(N=CNOCc2cccc(C(F)(F)F)c2)c1C#N | 1759 | 1678
Cc1ccc2c(c1)-c1[nH]c(=S)ncc1CS2 | 1815 | 1478
Cc1cc(Br)ccc1OCC(=O)NNC(=O)Cc1ccccc1 | 1415 | 1576
C/C(=N\Nc1nccnc1Cl)c1c(F)c(F)c(F)c(F)c1F | 1640 | 1604
O=[N+]([O-])c1ccc(-c2ccn[nH]2)o1 | 1568 | 1414
CCOC(=O)c1c(O)c2c(n(Cc3ccco3)c1=O)CCCC2 | 2070 | 1730
O=C1NCCN1c1ccc(CN2CCN(C3CCCCC3)C(CCO)C2)cc1 (stereo unspecified) | 1568 | 1535
O=S(=O)(c1ccccc1)N1CCC(O)(CSc2ccccc2)CC1 | 1473 | 1337
CCN(CCNC(=O)c1ccc(CSc2nc3ccncc3[nH]2)cc1)c1ccccc1 | 1746 | 1764
CCOC(=O)C1(CCc2ccccc2)CCN(Cc2c(O)cccc2OC)CC1 | 1774 | 1628
(next part)
SMILES | SRC1 TRFRET art | SRC3 TRFRET art
COc1ccc(C(=O)NC(=S)Nc2cccc(S(=O)(=O)N3CCOCC3)c2)cc1 | 1742 | 1415
O=C(CCN1C(=O)c2ccc([N+](=O)[O-])cc2C1=O)Nc1ccc(O)cc1C(=O)O | 1703 | 1516
O=S(=O)(c1cccs1)N1CCN(S(=O)(=O)c2cccs2)CC1 | 1698 | 1559
COc1ccc(OCC(O)CN2CCN(c3ncccn3)CC2)cc1 (stereo unspecified) | 1676 | 1381
C/C(=N\NC(=S)NCc1ccccc1)c1ccc(C)o1 | 1931 | 1781
Cc1cc(N2CCOCC2)nc(-c2ccc(Br)cc2)n1 | 1802 | 1382
Cc1ccc2cc(/C=N/NC(=O)[C@H](C)NC(=O)OC(C)(C)C)c(Cl)nc2c1 | 1849 | 1481
COc1ccc(/C=C/C(=O)Nc2cccnc2)cc1OC | 1994 | 1653
CCc1ccc(C(=O)COC(=O)CNC(=O)c2ccco2)cc1 | 1495 | 1645
Cn1c2c(c(=O)n(C)c1=O)C(c1ccc(F)cc1)C(C#N)=C(N)O2 (stereo unspecified) | 1663 | 1755
COc1ccc(CNC(=O)CCn2c(=O)[nH]c3ccccc3c2=O)cc1 | 2073 | 1591
Cc1cc(C)nc(/N=C2\NC(=O)CC(C(=O)O)N2c2ccc(F)c(Cl)c2)n1 (stereo unspecified) | 1791 | 1450

In the list so far, 16 contain two or more sulfur atoms.
SMILES | SRC1 TRFRET art | SRC3 TRFRET art
Cc1cc2nc(-c3ccc(SCC(=O)Nc4nccs4)nc3)[nH]c2cc1C | 1469 | 1344
Cc1ccc(Nc2nnc(SC3CCOC3=O)s2)c(C)c1 (stereo unspecified) | 1905 | 1479
Cc1ccc(-c2[nH]c3ccccc3c2SCCNC(=O)c2ccc(S(=O)(=O)N3CCOCC3)cc2)cc1 | 3343* | 2709*
O=C(CSc1nc(-c2ccc(Cl)cc2)cs1)Nc1cccc([N+](=O)[O-])c1 | 1839 | 1519
O=c1c2ccccc2sn1-c1nccs1 | 2088 | 1650
CC1(C)COCN1S(=O)(=O)c1ccc(C(=O)Nc2nnc(-c3ccc(Cl)s3)o2)cc1 | 1546 | 1465
CCc1nnc(NS(=O)(=O)c2ccc(N/C=C\C(=O)c3cccc4ccccc34)cc2)s1 | 1902 | 1728
CCc1ccc(Nc2nnc(SCC(=O)NC(=O)c3cccn3C)s2)cc1 | 1938 | 1676
CCSc1oc(-c2cccs2)nc1S(=O)(=O)c1ccccc1 | 2149 | 1819
CS(=O)(=O)N(CC(=O)NCCSc1ccccn1)c1cccc2ccccc12 | 1650 | 1905
Cc1ccc2oc(-c3cccc(NC(=S)NC(=O)c4cccs4)c3)nc2c1 | 1816 | 1417
Cc1ccc(NC(=S)NC2CCCCC2)cc1S(=O)(=O)N(C)C | 1886 | 1450
Cc1ccc2c(c1)-c1[nH]c(=S)ncc1CS2 | 1815 | 1478
O=S(=O)(c1ccccc1)N1CCC(O)(CSc2ccccc2)CC1 | 1473 | 1337
COc1ccc(C(=O)NC(=S)Nc2cccc(S(=O)(=O)N3CCOCC3)c2)cc1 | 1742 | 1415
O=S(=O)(c1cccs1)N1CCN(S(=O)(=O)c2cccs2)CC1 | 1698 | 1559

Screening data: PubChem, The Scripps Research Institute Molecular Screening Center
